E-selectin induc: E-selectin induction on HUVECs. 260,000 tested, 0.37% active. HUVEC E-selectin immunofluorescence imaging; normalized: neutral wells 0, TNF-alpha wells 100. activation, % at 7.58 µM. P16581;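 active = mean E-selectin-positive cell signal at least 10% of the positive control, reached in at least 60% of replicates, without over 20% cell loss; inconclusive = no rule given, readout overlaps actives, possibly toxicity-flagged; inactive = the rest, including those meeting only one limit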;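 also: in these data hits start at about 27%; measured in HUVEC primary endothelial cells; signal is the percent of cells scored E-selectin positive by PE staining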
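Assay system: HUVEC primary endothelial cells. Input: 3,000 HUVEC seeded per well. Doses: one compound dose added by pin transfer. Read-out basis: % PE-positive cells. Benchmarks: TNF-alpha high, DMSO low. Detection: immunofluorescence imaging. Buffer or medium: EGM-2, gelatin.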
esBAF inh: inhibitors of esBAF chromatin remodeling in mouse ES cells; AID 602393; reporter increase, % at 12.5 µM; 350,000 tested, 2% active; Bmi1-luciferase knock-in reporter, 24 h; 100% = twice the neutral-well signal; in the data active = activation above about 40%; inconclusive = no clear call, values can overlap the other calls;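 also: 0% = median of the plate's neutral control wells and 100% = double that signal; a rise in the Bmi1 reporter signal indicates esBAF inhibition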
Xi reactivation: reactivates the inactive X chromosome in mouse fibroblasts; activation, % at 7.58 µM; AID 743238; XiGFP mouse fibroblasts, % GFP-positive cells imaging, 3 d; cells co-treated with 5-aza-dC sensitizer; scaled so ellipticine positive control = 100%; 360,000 tested, 0.055% active;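 active = mean normalized replicate activation at least 10% and every replicate at or above 10%; inconclusive = only one of the two criteria met; inactive = mean below 10% and not all replicates reach 10%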;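 also: 0% = median of on-plate neutral control wells and 100% = ellipticine 6 µM median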
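assay system = SV40-immortalized XiGFP fibroblast cells, line 68-5-11 | buffer or medium = DMEM plus 5-aza-dC sensitizer | doses = single-point pinned compound dosing | times = 3-day compound exposure, then 15 min fixation at room temperature | benchmarks = positive control ellipticine, 6 µM final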
ERAP1 inh: ERAP1 (human) enzyme inhibition | Q9NZ08 | AID 652197 | inhibition, % at 10.7 µM | 340,000 tested, 0.15% active | recombinant ERAP1, Leu-AMC fluorescence, 60 min;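 active = mean replicate inhibition of at least 30%, or all replicates individually reaching that 30% level; inactive = mean below 30% and not every replicate reaching it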;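 also: 0% = neutral control wells and 100% = L-leucinethiol positive control wells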
Target sequence (Q9NZ08 whole entry, looked up): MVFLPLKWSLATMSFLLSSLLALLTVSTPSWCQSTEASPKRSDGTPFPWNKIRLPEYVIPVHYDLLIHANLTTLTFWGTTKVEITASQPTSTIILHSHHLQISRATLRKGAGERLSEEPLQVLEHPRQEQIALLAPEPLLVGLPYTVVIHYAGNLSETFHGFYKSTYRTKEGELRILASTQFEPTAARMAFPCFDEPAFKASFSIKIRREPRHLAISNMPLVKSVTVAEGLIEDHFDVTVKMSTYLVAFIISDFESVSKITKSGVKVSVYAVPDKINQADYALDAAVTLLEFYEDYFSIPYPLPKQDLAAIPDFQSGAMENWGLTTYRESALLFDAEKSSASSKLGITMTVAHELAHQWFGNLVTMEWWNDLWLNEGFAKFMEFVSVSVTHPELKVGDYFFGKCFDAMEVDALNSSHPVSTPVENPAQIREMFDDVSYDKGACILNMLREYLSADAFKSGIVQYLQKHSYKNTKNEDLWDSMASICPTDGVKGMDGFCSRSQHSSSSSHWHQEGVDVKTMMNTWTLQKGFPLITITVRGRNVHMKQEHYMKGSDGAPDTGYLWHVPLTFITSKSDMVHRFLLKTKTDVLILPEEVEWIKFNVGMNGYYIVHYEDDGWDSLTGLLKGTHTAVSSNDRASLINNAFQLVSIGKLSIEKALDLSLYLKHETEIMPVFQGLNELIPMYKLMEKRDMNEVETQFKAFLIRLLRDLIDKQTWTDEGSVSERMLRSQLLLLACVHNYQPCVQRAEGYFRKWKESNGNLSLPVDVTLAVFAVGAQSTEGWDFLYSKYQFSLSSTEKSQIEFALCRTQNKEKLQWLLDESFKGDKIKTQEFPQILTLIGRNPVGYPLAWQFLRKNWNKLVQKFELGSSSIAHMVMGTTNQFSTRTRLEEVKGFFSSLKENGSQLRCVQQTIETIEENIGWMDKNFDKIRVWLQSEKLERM
RAD52 anneal inh: RAD52 (human) annealing inhibition. P43351. 360,000 tested, 0.46% active. recombinant RAD52 DNA annealing, FRET fluorescence. inhibition, % at 18.7 µM. AID 651710;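 active = every replicate showing at least 50% inhibition; inconclusive = mean inhibition at least 50% but not in every replicate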
RAD54 branch: RAD54 (human) branch migration inhibition; RAD54 Holliday junction branch migration, FAM/BHQ fluorescence; inhibition, % at 10.4 µM; 360,000 tested, 0.14% active; AID 602329;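 active = mean normalized replicate activity at least 40 and at least half of replicates scoring 40 or more; inconclusive = only one of the two criteria met; inactive = mean below 40 and under half of replicates reaching 40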;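 also: 0% = median of neutral control wells and 100% = median of positive control wells; inhibitors cause a drop in the FAM fluorescence signal; in these data hits start at about 50%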
ERp5 block: ERp5 (human) disulfide isomerase inhibition | Q15084 | ERp5 insulin aggregation, absorbance 650 nm, 90 min | inhibition, % at 9.99 µM | 350,000 tested, 0.05% active | AID 651711;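 active = mean replicate inhibition above about 25%, with every replicate also reaching it, limit read from the data, passing the limit was not always enough; inconclusive = only one of those two criteria met; inactive = neither criterion met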
S100A4 MyoIIA: S100A4-myosin IIA interaction inhibition; S100A4/TAMRA-MyoIIA peptide fluorescence polarization; 360,000 tested, 0.14% active; inhibition, % at 10.7 µM; AID 652163;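 active = mean inhibition of at least 70% across replicates, with every replicate also reaching that level; inconclusive = mean inhibition reaches 70% but some replicates fall short; inactive = mean inhibition below 70%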
Target sequence (P26447 whole entry, looked up): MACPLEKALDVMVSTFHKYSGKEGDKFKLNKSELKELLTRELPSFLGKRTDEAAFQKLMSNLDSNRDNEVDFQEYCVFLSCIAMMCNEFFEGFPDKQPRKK
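incubation = readout 5 min after mixing, signal stable up to 60 min | system = S100A4 monomer protein | buffer or medium = HEPES pH 7.2 with CaCl2, KCl, NaCl, DTT, Triton | benchmarks = neutral control DMSO, positive control TFP | also added = fluorescent myosin IIA peptide, 5 nM | compound dosing = one concentration per compound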
Numbers without * were called inactive; i = inactive; ? = inconclusive; · = not tested or not shown. Compounds as they come; about 2.5% have a hit in one of these screens.

No. | canonical_smiles | E-selectin induc | S100A4 MyoIIA | RAD54 branch | Xi reactivation
1 | CC[C@H](C)[C@H]1CNC(=O)C(=O)N1CC1CCN(CC2CCC(C)CC2)CC1 (some centres undefined) | -0.7 | 7 | -10 | 0.0
2 | CCN(CC)C(=O)Cn1c(=O)n(-c2ccc(CC(=O)NCc3ccccc3)cc2)c(=O)c2sccc21 | 0.1 | -3 | -3 | 2.9
3 | CCOc1cccc(Nc2ccc([N+](=O)[O-])cn2)c1 | 0.3 | -5 | -9 | 0.2
4 | CNC(=O)c1c(NC(=O)CCS(=O)(=O)c2ccccc2)sc2c1CCN(C(=O)OC)C2 | · | -2 | · | 0.3
5 | COc1ccc(C(=O)CN2CCN(CCN3C(=O)c4cccc5cccc(c45)C3=O)CC2)cc1 | · | 4 | 64* | -0.1
6 | COc1cccc2oc(CCc3ccccc3)cc(=O)c12 | 0.0 | -2 | -6 | 0.0
7 | N#Cc1ccc(CSc2ccccn2)c(Cl)c1 | 2.2 | 1 | -7 | 0.6
8 | O=C(COc1cccc(-n2cnnn2)c1)NC1CCCCC1 | 0.8 | -1 | 4 | 0.0
9 | N#C/C(=C\c1ccc[nH]1)C(=O)Nc1ccccc1[N+](=O)[O-] | -0.5 | 2 | 4 | 0.0
10 | O=C(CN1C(=O)c2ccccc2C1=O)NNC1=NS(=O)(=O)c2ccccc21 | -0.1 | -5 | 0 | 0.6
11 | CC(=O)N(C)c1ccc(NC(=O)Cc2cccc3ccccc23)cc1 | · | -4 | -10 | 0.0
12 | Cc1cccc(C)c1-n1c(C)nn(CC2CC2)c1=O | -3.7 | -3 | 15 | 0.2

No. | ERAP1 inh | RAD52 anneal inh | ERp5 block | esBAF inh
1 | -1 | -15 | 1 | -3
2 | 3 | -6 | 0 | 7
3 | · | -9 | 0 | ?
4 | -4 | -6 | 6 | 0
5 | 5 | -6 | 3 | ·
6 | -2 | -8 | -4 | -15
7 | 2 | 4 | -2 | 9
8 | 1 | -1 | -2 | 0
9 | 2 | 3 | 1 | 63*
10 | 9 | 4 | 2 | -1
11 | · | -11 | 0 | -1
12 | 2 | 5 | 6 | 5

Next section.
No. | canonical_smiles | E-selectin induc | S100A4 MyoIIA | RAD54 branch | Xi reactivation
13 | C=CCn1c(=N)c(C(=O)NCCCOC)cc2c(=O)n3cc(C)ccc3nc21 | · | 1 | 9 | ·
14 | CCn1c(SCC(=O)NC2CCCCC2)nnc1-c1cccnc1 | 0.4 | -3 | -3 | 0.0
15 | O=C(C[C@H]1CC[C@@H]2[C@H](COC[C@@H](O)CN2S(=O)(=O)c2ccccc2)O1)NCC1CCCCC1 | · | -29 | -3 | ·
16 | Cn1ccc(C(=O)Oc2ccc(C(=O)Nc3ccc(F)cc3F)cc2)n1 | 1.3 | 5 | -12 | 0.2
17 | COc1ccc(CN(C)C(=O)c2cccc(C(=O)N(C)Cc3ccc(OC)cc3)c2)cc1 | -0.2 | -1 | -1 | 0.1
18 | NC(=O)CSc1nnc(-c2ccco2)n1-c1ccc(F)cc1 | 0.1 | -3 | -3 | -0.1
19 | COc1ccccc1-c1nnc(NC(=O)CCS(=O)(=O)c2ccccc2)o1 | 0.7 | 1 | -5 | 0.2
20 | Cc1ccccc1-n1nc2c(c1NC(=O)C1CCCC1)CS(=O)(=O)C2 | · | -7 | -11 | 0.2
21 | Cc1cc(C)c(C(=O)NC2CC(C)(C)Cc3c2cnn3-c2cccc(F)c2)[nH]1 (centres undefined) | · | 0 | 9 | 0.0
22 | C[C@H](CO)N1C[C@H](C)[C@H](CN(C)C(=O)Nc2ccccc2)Oc2c(NC(=O)c3nc4ccccc4s3)cccc2C1=O | -0.4 | -6 | 6 | -0.5
23 | O=[N+]([O-])c1ccc2nc(N3CCCC3)sc2c1 | -0.1 | 6 | -8 | 0.0
24 | CCOC(=O)c1cnc(SCC(=O)Nc2cccc(OC)c2)nc1N | · | -4 | 1 | ·

No. | ERAP1 inh | RAD52 anneal inh | ERp5 block | esBAF inh
13 | -152 | -17 | 2 | -14
14 | 0 | -10 | 6 | 1
15 | 2 | 94* | -4 | -3
16 | 0 | -4 | 9 | 20
17 | 3 | -12 | -2 | -17
18 | 3 | -9 | -2 | -5
19 | -4 | -3 | -1 | ·
20 | 3 | -14 | 2 | 12
21 | -2 | -15 | -2 | 2
22 | -2 | 27 | 0 | 2
23 | 9 | 20 | 1 | 79*
24 | -3 | 1 | 5 | 1

Remaining list, next part:
No. | canonical_smiles | E-selectin induc | S100A4 MyoIIA | RAD54 branch | Xi reactivation
25 | CN(C)c1ccc2c3c(ccc(N(C)C)c13)C(=O)OC2 | 11 | 0 | 21 | 0.3
26 | Cc1cc(C(=O)Nc2ccc3c(c2)OCO3)no1 | 0.7 | 2 | -1 | 0.0
27 | CCCC(=O)Nc1ccc2oc(-c3cncc(Br)c3)nc2c1 | -0.1 | -26 | 4 | 0.0
28 | Cc1ccc(S(=O)(=O)N2C[C@H](O)COC[C@@H]3O[C@H](CC(=O)NCc4ccc5c(c4)OCO5)CC[C@H]32)cc1 | 0.2 | -2 | 1 | 0.4
29 | FC(F)(F)c1cnc(N2CCN(C(=S)NCc3ccccc3)CC2)c(Cl)c1 | · | 0 | · | 0.2
30 | Cc1ccccc1Nc1ccc2nonc2c1[N+](=O)[O-] | · | 4 | -5 | 0.1
31 | CCN1C(=O)c2cccc3c(N)ccc(c23)C1=O | 0.0 | 4 | i | 1.9
32 | C[C@H](CO)N1C[C@H](C)[C@@H](CN(C)Cc2ccccc2C(=O)O)Oc2cc(-c3ccccc3)ccc2S1(=O)=O | 0.6 | -2 | -6 | -0.1
33 | C[C@@H]1CN([C@H](C)CO)C(=O)Cc2cc(NC(=O)Cc3cn(C)c4ccccc34)ccc2O[C@H]1CN(C)CC1CC1 | -0.4 | 9 | 6 | 0.0
34 | NC(=O)CC(NC(=O)Cc1ccc(Cl)cc1)c1ccc(NC2CC3CCC2C3)c([N+](=O)[O-])c1 (centres undefined) | 0.1 | 5 | -2 | 0.3
35 | CCN(CC)C(=O)c1ncn2c1C(=O)N[C@H](C)C2 | · | -7 | · | 0.1
36 | COC(C[C@H]1O[C@H]1[C@H](O)[C@H](C)OCc1ccccc1)OC | -0.1 | -5 | -31 | 0.1

No. | ERAP1 inh | RAD52 anneal inh | ERp5 block | esBAF inh
25 | 1 | -24 | -3 | ·
26 | -3 | -1 | -2 | ?
27 | -3 | -8 | -3 | 12
28 | 2 | 6 | 0 | -2
29 | -1 | -9 | 0 | ·
30 | -4 | -16 | -2 | -4
31 | 0 | i | 1 | 6
32 | 6 | 12 | -3 | 1
33 | 3 | 22 | -6 | -3
34 | -3 | -12 | 0 | -10
35 | -7 | -6 | 6 | ·
36 | -1 | -2 | 4 | 2

Following part
No. | canonical_smiles | E-selectin induc | S100A4 MyoIIA | RAD54 branch | Xi reactivation
37 | O=C(C[C@H]1C=C[C@@H](NC(=O)c2cccnc2)[C@@H](CO)O1)NCc1ccc(Cl)c(Cl)c1 | -0.5 | 7 | 1 | -0.5
38 | C[C@@H]1CCCCO[C@@H](CN(C)Cc2ccc(C(=O)O)cc2)[C@H](C)CN([C@@H](C)CO)C(=O)c2cc(NS(C)(=O)=O)ccc2O1 | 0.0 | 3 | 3 | 0.0
39 | O=C(C1CCC(=O)N1Cc1cccnc1)N1CCN(c2ccc(F)cc2)CC1 (centres undefined) | 2.2 | -2 | -7 | 0.2
40 | COc1ccc(-c2oc3c4c2C(=O)OCCOC4CCC3)cc1 (centres undefined) | 0.7 | -34 | · | -0.2
41 | CN1c2ccc(-c3ccc(C#N)cc3)cc2[C@@H]2[C@@H](CCN2C(=O)c2cccc(F)c2)[C@H]1CO | -0.2 | -3 | 3 | 0.2
42 | C=CC[C@@H](CC(=O)N[C@H](CO)Cc1ccccc1)C(=O)N[C@H](COC(=O)[C@@H](CC=C)Cc1ccc(F)cc1)Cc1ccccc1 | 0.0 | 4 | -6 | -0.7
43 | CCC(C(=O)NC1CCCC1)N(Cc1ccco1)C(=O)CNS(=O)(=O)c1ccccc1 (centres undefined) | 0.1 | 2 | -14 | 0.1
44 | COc1cc(Cn2c3ccc(NC(=S)NCc4ccc(C)cc4)cc3c(=O)n2C)ccc1F | 0.0 | 1 | -5 | 0.0
45 | O=C(O)/C=C/C(O)c1ccc(Cl)cc1 (centres undefined) | 0.1 | -5 | 3 | 0.1
46 | COc1ccc(C)cc1NS(=O)(=O)c1ccc2c(c1)oc(=O)n2C | · | -6 | -5 | 0.0
47 | O=C(Nc1ccccc1)c1ccc(Br)c(S(=O)(=O)Nc2ccccn2)c1 | -0.6 | 2 | 7 | -0.1
48 | CCCN1[C@H](C(=O)OC)[C@@H](CO)[C@@H]2Cn3c(ccc(C4=CCCCC4)c3=O)[C@@H]21 | 0.2 | -4 | -8 | 0.2

No. | ERAP1 inh | RAD52 anneal inh | ERp5 block | esBAF inh
37 | -1 | -1 | 3 | 3
38 | 1 | -14 | 2 | -5
39 | 1 | -3 | 6 | -11
40 | -14 | -9 | 3 | ·
41 | 0 | 45 | 0 | 0
42 | -3 | -5 | -2 | -10
43 | 1 | -6 | 7 | 4
44 | 0 | 19 | -2 | 4
45 | 2 | -10 | 4 | -2
46 | 5 | -11 | 0 | 4
47 | 2 | -6 | 3 | 11
48 | -1 | -8 | -5 | -7

Further records.
No. | canonical_smiles | E-selectin induc | S100A4 MyoIIA | RAD54 branch | Xi reactivation
49 | COCC(=O)N[C@@H]1CC[C@@H](CC(=O)N2CCCCC2)O[C@@H]1CO | 0.1 | 1 | -7 | 0.2
50 | CN1CCN(C(=O)c2ccc3c(c2)N(Cc2ccccc2F)C(=O)c2ccccc2S3=O)CC1 (centres undefined) | 0.1 | -4 | 2 | 0.0
51 | Cc1nc2ccccc2n1CC(=O)c1ccc(O)c(O)c1 | -0.1 | 1 | -27 | 0.0
52 | CSCCC(=O)N1CCCC(N2CCN(c3cccc(C(F)(F)F)c3)CC2)C1 (centres undefined) | · | 3 | 12 | 0.0
53 | C[C@@H]1CN([C@H](C)CO)S(=O)(=O)c2ccc(-c3cncnc3)cc2O[C@@H]1CN(C)C(=O)C1CCCCC1 | -0.4 | 1 | 5 | -0.8
54 | COc1cccc(-n2nc(C(C)=O)c(C#N)c2-c2ccco2)c1 | · | -1 | · | 0.0

No. | ERAP1 inh | RAD52 anneal inh | ERp5 block | esBAF inh
49 | 2 | 14 | 3 | -1
50 | 5 | -2 | -1 | -3
51 | 0 | -12 | -4 | -9
52 | -1 | -18 | -1 | -11
53 | -2 | 1 | 0 | -11
54 | -3 | -10 | 0 | -2

One compound at a time (already shown). Values in the order: E-selectin induc	S100A4 MyoIIA	RAD54 branch	Xi reactivation	ERAP1 inh	RAD52 anneal inh	ERp5 block	esBAF inh
Entry for `CSCCC(=O)N1CCCC(N2CCN(c3cccc(C(F)(F)F)c3)CC2)C1` (centres undefined) = ·	3	12	0.0	-1	-18	-1	-11
Entry for `COCC(=O)N[C@@H]1CC[C@@H](CC(=O)N2CCCCC2)O[C@@H]1CO` = 0.1	1	-7	0.2	2	14	3	-1
